# CBFb-RUNX1 inh: blocks binding between human CBF-beta and RUNX1; AID 1477; AlphaScreen CBFb-His/RUNX1-biotin binding, biochemical; Potency, µM (highest dose often 59.8 µM), without a hit: at the highest dose activity, negative = inhibition, actives largely listed as inhibitors; 230,000 tested, under 10 active; Q01196+Q13951; also: % of control where 0% means no effect
# Target sequence (Q01196 whole entry, looked up): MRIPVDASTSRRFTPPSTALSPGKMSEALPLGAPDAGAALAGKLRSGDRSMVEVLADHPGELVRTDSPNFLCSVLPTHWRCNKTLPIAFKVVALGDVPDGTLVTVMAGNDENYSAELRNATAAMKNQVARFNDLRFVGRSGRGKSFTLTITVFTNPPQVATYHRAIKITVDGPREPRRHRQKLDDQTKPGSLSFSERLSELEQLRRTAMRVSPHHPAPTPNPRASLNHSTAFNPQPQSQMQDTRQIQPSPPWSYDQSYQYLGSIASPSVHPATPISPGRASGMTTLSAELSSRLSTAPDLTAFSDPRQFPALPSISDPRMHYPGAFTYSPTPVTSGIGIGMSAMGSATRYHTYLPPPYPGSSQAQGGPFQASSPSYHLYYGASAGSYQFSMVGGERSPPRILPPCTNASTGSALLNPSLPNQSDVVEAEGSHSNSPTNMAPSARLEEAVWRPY
# Target sequence (Q13951 whole entry, looked up): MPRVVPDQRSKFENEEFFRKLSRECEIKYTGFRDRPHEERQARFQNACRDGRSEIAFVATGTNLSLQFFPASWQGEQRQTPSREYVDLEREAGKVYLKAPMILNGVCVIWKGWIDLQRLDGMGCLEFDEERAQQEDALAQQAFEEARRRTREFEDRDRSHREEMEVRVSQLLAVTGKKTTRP
#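 AlphaScreen proximity signal reports loss of binding between His-tagged CBF-beta and biotin-labelled RUNX1, each at 30 nM. Proteins are pre-associated for 20 minutes, compounds added for 15 minutes, then beads for 90 minutes, all at ambient temperature.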
# TR SRC2 fluor cs: alters Texas Red total fluorescence, flagging assay interference; Potency, µM (series often up to 106 µM), inactives show at the top dose fluorescence change, negative = quenching; TRb/SRC2 Texas Red total fluorescence interference; 0.29% of 280,000 active; AID 1479; active = well fitted curve in either direction with a large enough effect; inconclusive = small, poorly fitted or top-dose-only effect; also: potency is read from the fitted curve at half-maximal effect; % is scaled to controls: 0 for no effect and ±100 for the full control effect
#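 Flags fluorescent or light-absorbing compounds by total fluorescence, S + 2P, at 555 nm excitation and 632 nm emission. Mixture: 20 nM Texas Red SRC2 peptide, 0.6 uM human TRb LBD, 1 uM T3, 5% DMSO; compound exposure 5 h at ambient temperature.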
# aGal spleen mod: alpha-galactosidase A (human) modulation | 0.008% of 240,000 active | P06280 | human spleen homogenate, 4MU-alpha-Gal fluorescence, 40 min | Potency, µM (highest dose often 80 µM), for inactives: at the top dose activity change, negative = inhibition, usual class: inhibitors;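 also: potency is read from the fitted curve at half-maximal effect; 0% = enzyme with vehicle and -100% = no enzyme basal signal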
# Target sequence (P06280 32-429 limits assumed): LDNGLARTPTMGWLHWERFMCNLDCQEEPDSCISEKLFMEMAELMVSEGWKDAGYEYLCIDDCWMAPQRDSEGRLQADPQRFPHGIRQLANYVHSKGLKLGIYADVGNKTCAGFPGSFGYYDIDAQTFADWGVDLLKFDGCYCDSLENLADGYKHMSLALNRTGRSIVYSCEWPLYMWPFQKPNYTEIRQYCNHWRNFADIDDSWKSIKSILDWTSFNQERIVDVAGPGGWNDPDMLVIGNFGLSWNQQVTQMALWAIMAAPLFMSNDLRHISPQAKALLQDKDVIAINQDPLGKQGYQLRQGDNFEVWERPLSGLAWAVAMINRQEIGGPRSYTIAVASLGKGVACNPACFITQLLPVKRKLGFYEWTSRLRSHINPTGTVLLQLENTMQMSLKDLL
#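 Fluorogenic readout (Ex 365/Em 440 nm) of 4-methylumbelliferone released from 1 mM 4-MU-alpha-galactoside by spleen homogenate, 40 min at 37C, pH 5.0. Data normalized to no-enzyme and enzyme controls; Hill-equation AC50 from compound titrations.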
# Epigenetic derep: regulators of epigenetic silencing causing reporter derepression in mouse cells; murine LDR cells, GFP reporter derepression, 30 h; Potency, µM (top dose mostly 53.9 µM), for the others: top-dose GFP activation, actives largely listed as activators; 0.2% of 280,000 active; AID 1865; also: potency is read from the fitted curve at half-maximal effect; % of control where 0% means no effect; nearly all actives have a fitted effect of over 60% in size
#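 Murine LDR cells bearing a silenced CMV-driven GFP reporter were exposed to compound for 30 h at 37 C. After PBS washes, GFP-positive cells (20-120 um objects) counted by laser-scanning microplate cytometry.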
# Tau fibril FP: tau fibrillization inhibition (FP) | K18 P301L tau heparin fibrillization, Alexa594 FP, 6 h | Potency, µM (top dose mostly 57.7 µM), for the others: top-dose activity, negative = inhibition, usual class: inhibitors | 0.39% of 280,000 active; also: potency is read from the fitted curve at half-maximal effect; % is scaled to controls: 0 for no effect and ±100 for the full control effect; nearly all actives have a fitted effect of over 55% in size
#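 Human tau K18 […] P301L fragment, 15 uM unlabeled plus 0.24 uM Alexa 594-labeled tau (final), with compound and 20 uM heparin in 100 mM sodium acetate pH 7; 6 hr at 37 C, then Alexa 594 FP read.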
# TRb SRC2 PPI: TRbeta-SRC2 interaction inhibition; P10828; TRbeta-SRC2 peptide binding, fluorescence polarization; receptor liganded with 1 µM T3; Potency, µM (doses to about 106 µM), inactives show at the top dose activity change, negative = inhibition, hits mostly inhibitors; 0.065% of 280,000 active; AID 1469;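 also: potency is read from the fitted curve at half-maximal effect; plate controls were bound peptide for no effect and peptide without receptor for full effect; nearly all actives have a fitted effect of over 50% in size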
#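 Binding of a 20-amino-acid Texas Red SRC2 peptide (20 nM) to TRb ligand-binding domain (0.6 uM) with agonist T3 at 1 uM was followed by fluorescence polarization after a 5 hr room-temperature incubation.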
# NPSR antagonist: blocks cAMP signaling of the human neuropeptide S receptor | CHO-NPSR cells, cAMP TR-FRET, antagonist mode | Potency, µM (series often up to 38.3 µM), for the others: at the highest dose activity change, negative = inhibition, usual class: inhibitors | 1% of 220,000 active; also: potency is read from the fitted curve at half-maximal effect; % is scaled to controls: 0 for no effect and ±100 for the full control effect; nearly all actives have a fitted effect of over 50% in size; many of its hits are not listed in these tables
# Tau fluor counter: counter-screen for tau fibril formation inhibitors. tau K18 P301L (four-repeat tau fragment) Alexa594 fluorescence, heparin fibrillization. Potency, µM (titrated, usually from 57.7 µM), for the others: at the highest dose activity change, negative = decrease. 0.93% of 280,000 active. AID 1463; also: potency is read from the fitted curve at half-maximal effect; % is scaled to controls: 0 for no effect and ±100 for the full control effect; nearly all actives have a fitted effect of over 55% in size
#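 Human K18 P301L tau (15 uM unlabeled plus 0.24 uM Alexa 594-labeled, final) in 100 mM sodium acetate pH 7 was mixed with compound and 20 uM heparin and incubated 6 hr at 37 C.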
# * marks the source's active call; other numbers are inactive results; ? = inconclusive; . = no result given; & = joins results of further samples; [ ] = dose if it differs, or a comment. Unless noted, calls follow the shape of the dose curve; as a rule, active = well fitted curve in the direction sought with a large enough effect; inconclusive = small, poorly fitted or top-dose-only effect, or another doubt; inactive = no such curve, though single readings can be large; an effect the other way counts as inactive or inconclusive.
SMILES,CBFb-RUNX1 inh,TR SRC2 fluor cs,aGal spleen mod,Epigenetic derep,Tau fibril FP,TRb SRC2 PPI,NPSR antagonist,Tau fluor counter
CC(C)Nc1nc(NC(C)C)nc(Oc2ccc(OCc3ccccc3)nn2)n1,0.9%,-4.9%,-1.8%,3.2%,7.7%,-5.7%,-25.3%[46.1 µM],-9.1%
COc1cc(OC)cc(C(=O)Nc2ccc(-c3nc4ccccc4o3)cc2)c1,5.9%,-2.3%,1.7%,-0.8%,?,2.7%,-26.2%[46.1 µM],?
Cn1c(CN2CCOCC2)nnc1SCC(=O)Nc1ccc2c(c1)OCCO2,11.8%,1.5%,-4.4%,-2.1%,1.8%,-4.0%,1.7%[46.1 µM],8.8%
O=C(Nc1cccnc1)c1sc2cccc(F)c2c1Cl,5.1%,0.0%,8.6%,-0.3%,-4.3%,0.0%,-7.1%,-15.7%
O=C(NCc1ccco1)C(c1ccccc1)N(CC1CCCO1)C(=O)Cn1nnc2ccccc21 (stereo unspecified),4.7%,0.6%,14.9%,-2.7%,-4.8%,-17.3%,-20.2%[7.67 µM],14.0%
CCN(C(=S)NC(=O)c1ccccc1Br)C1CCCCC1,-2.4%,0.1%,-2.9%,-0.2%,-10.6%,-8.4%,-32.3%,-10.4%
COc1ccc(OC)c(NC(=O)C2CCCCC2C(=O)O)c1 (stereo unspecified),-5.8%,0.6%,-5.2%,-1.1%,5.3%,-16.3%,?,-12.7%
O=C(c1noc2c1CCCC2)N1CCOCC1,2.1%,-0.7%,-10.9%,3.7%,0.9%,-17.3%,1.0%[46.1 µM],0.9%
O=C(CN1C(=O)CCSc2ccccc21)Nc1ccc(C(F)(F)F)cc1,.,-96.0%[53 µM],.,1.4%,2.8%,-30.0%[53 µM],.,?
Cn1c(=O)c2c(n(Cc3ccccc3)c1=O)NC(=O)C2CC(=O)NCc1cccc(Cl)c1 (stereo unspecified),2.0%,0.5%,-2.1%,0.4%,-7.3%,-7.6%,-21.1%[46.1 µM],-9.5%
CC(=O)Nc1cccc(NC(=O)C(=O)NCCc2sc(-c3ccccc3)nc2C)c1,.,-9.2%,.,0.0%,?,2.7%,.,-1.0%
O=C(CNc1ccccc1C(=O)O)c1ccccc1,-2.1%,0.3%,12.3%,5.9%,-5.1%,-5.4%,3.4%,-5.7%
NS(=O)(=O)c1cccc(NC(=O)COC(=O)CC2CC3CCC2C3)c1 (stereo unspecified),1.0%,-0.9%,1.8%,1.1%,-4.8%,-6.5%,10.0%,-10.6%
Cc1cc(C(=O)NNc2ccc(F)cc2)no1,-2.5%,0.5%,-1.8%,-0.3%,-7.3%,-1.3%,-3.3%,-3.4%
Oc1c(CN2CCOCC2)cc2c(c1-c1c(O)c(CN3CCOCC3)cc3c1CCCC3)CCCC2,-17.3%,-2.2%,-1.5%,0.8%,0.7%,7.7%,.,-7.0%
COc1ccccc1-n1cc(C(=O)NCC(=O)NCc2ccc(F)cc2)c2ccccc2c1=O,8.8%,-5.0%,3.7%,-0.1%,-8.5%,2.8%,-12.2%,-8.3%
Cc1ccc(OC(=O)c2cccnc2)cc1,5.1%,1.0%,-2.8%,-1.1%,6.3%,-1.1%,12.4%,-11.4%
CC(C)CNC(=O)c1c(N)n(/N=C/c2ccccn2)c2nc3ccccc3nc12,7.2%,0.5%,14.2%,-1.1%,0.8%,-0.1%,-11.4%[46.1 µM],-8.6%
CC(N)(C(=O)O)c1cccc(OCc2cccc(Cl)c2)c1 (stereo unspecified),9.0%,0.1%,-3.7%,1.5%,4.9%,-3.4%,-6.8%,-3.1%
O=C(CN1C(=O)NC2(CCCCC2)C1=O)NCc1cccs1,21.4%,-1.8%,-5.7%,-2.2%,1.4%,1.1%,8.2%,0.7%
COC(=O)c1scc2c(Oc3ccccc3)cc(C(F)(F)F)nc12,-3.6%,-1.0%,-2.2%,3.3%,-2.9%,-2.2%,8.7%,-11.8%
CN1/C(=N\O)c2cccc3cccc1c23,4.7%,0.3%,7.0%,-0.7%,-12.7%,-26.7%,17.5%[46.1 µM],-26.9%
COc1c(F)c(F)c(C(=O)Nc2c(C)cc(Br)cc2C)c(F)c1F,7.1%,-1.1%,5.5%,8.4%,10.8%,3.7%,2.9%,14.6%
N#C/C(=C\c1cccc(Cl)c1)c1n[nH]c(Cn2cncn2)n1,-1.1%,-0.2%,-10.3%,-0.7%,4.5%,-9.4%,-1.6%[46.1 µM],1.4%
CCCCC[C@H](O)/C=C/[C@H]1[C@H](O)CC(=O)[C@@H]1C/C=C\CCCC(=O)O,9.5%&29.4%&3.7%,0.2%&0.2%&-6.4%,-10.3%&-10.9%&1.8%,0.0%&-1.1%&4.5%,1.5%&0.5%&-9.7%,2.1%&4.6%&0.4%,.,-5.1%&-15.4%&-10.5%
CCN(CCCNC(=O)c1ccc(Sc2ccc(Cl)cc2)c(NC(C)=O)c1)c1ccccc1,.,-2.3%,.,3.9%,?,-2.2%,.,?
COc1ccc(C2N(c3cc(Cl)ccc3OC)C(=O)C3CCCN32)c(OC)c1 (stereo unspecified),2.4%,-5.3%,-1.0%,-0.2%,13.3%,-3.9%,-18.7%[46.1 µM],-5.0%
OCC1(Cc2ccccc2)CCCN(Cc2c[nH]c3ccccc23)C1 (stereo unspecified),-6.6%,-5.9%,-10.8%,2.1%,4.4%,0.5%,7.5%,-11.2%
Cc1cc(C)nc(SCC(=O)N2CCCCC2)n1,2.1%,-0.1%,2.3%,-2.5%,-3.9%,-21.7%,-8.5%[46.1 µM],0.8%
Cn1nnnc1SCC(=O)NCc1ccc2c(c1)OCO2,6.4%,0.4%,10.6%,0.7%,-2.1%,2.2%,14.5%,-5.0%
CC(=O)c1cc(CN2CCN(C(C)C)C(CCO)C2)cs1 (stereo unspecified),-13.3%,-4.6%,3.2%,3.5%,0.4%,-10.7%,-5.5%,0.8%
CCOc1ccc(NC(=O)NCCN2CCN(c3ccccc3F)CC2)cc1,.,-2.1%,.,0.0%,13.3%,-12.6%,.,-28.9%
CCn1ccnc1CN(C)Cc1cn(-c2cc(C)ccc2C)nc1-c1ccccc1,-23.7%,-0.3%,-2.8%,2.2%,-3.6%,6.9%,?,2.8%
CC(NC(=O)C(=O)NN=C1CCCC1)c1ccccc1 (stereo unspecified),3.6%,0.7%,-4.3%,-3.6%,-5.1%,4.2%,3.5%,-10.7%
CCN(C(=O)c1cc2c(=O)oc3ccccc3c2s1)c1ccc(C)c(C)c1,.,-1.8%,.,-0.2%,-6.1%,5.9%,.,-27.3%
CN(CC(=O)Nc1cccc(C#N)c1)S(=O)(=O)c1cc2c(cc1Cl)NC(=O)CO2,.,-59.1%,.,-1.3%,-8.2%,-21.1%,.,1.8%
O=C(O)c1ccc(CCN2CCN(CC=Cc3ccc(Cl)cc3)CC2)cc1,3.2%,-9.5%,2.4%,.,.,2.0%,.,.
CCCC(=O)N1CCN(c2ccc(NC(=O)C(C)(C)C)cc2)CC1,3.7%,-3.3%,-0.9%,-0.3%,3.8%,-2.6%,-4.5%[46.1 µM],1.4%
O=C(CSc1cccc[n+]1[O-])c1ccc(Cl)s1,-2.5%,-5.8%,4.8%,?,?,-4.6%,1.4%,-12.8%
CCN1CCc2c(sc(-n3cccc3)c2C(C)NC(=O)Nc2ccc(Br)cc2)C1 (stereo unspecified),.,10.4%,.,1.2%,25.1µM*,-1.0%,.,?
Cc1ccccc1OCCSc1nnc(-c2cccs2)o1,.,9.2%,.,1.6%,-6.7%,5.9%,.,-14.8%
C/C(=N/NC(=O)c1ccc(C)s1)c1cccc(NC(=O)COc2ccc(Cl)cc2Cl)c1,2.8%,2.4%,4.9%,11.5%,?,-5.7%,-18.5%[46.1 µM],-15.4%
CCCCNC(=O)CCSc1nc2nc(C)cc(C)n2n1,-0.3%,-1.5%,5.6%,-1.1%,-0.2%,-5.9%,-0.5%[46.1 µM],-3.7%
COc1ccc2o/c(=N/NC(=S)Nc3ccccc3)c(C(N)=O)cc2c1,2.1%,-1.9%,8.4%,?,5.7%,4.9%,2.9%,-2.6%
Cc1cc(C)c(-c2cc(C(=O)Nc3c(C)n(C)n(-c4ccccc4)c3=O)[nH]n2)c(O)c1,2.2%,-1.7%,8.9%,-5.0%,-5.1%,9.8%,1.0%[46.1 µM],-16.9%
CCc1ccccc1N/C(=N\S(=O)(=O)c1ccccc1)C(F)(F)F,-3.1%,3.4%,3.1%,0.0%,7.9%,11.3%,7.0%,2.9%
Cn1nnnc1SCC(=O)N1CCN(S(=O)(=O)c2ccc(Cl)cc2)CC1,2.9%,0.2%,-4.1%,-0.3%,2.6%,-0.1%,-20.5%,5.3%
CN(C)Cc1ccccc1-c1cncnc1NCc1cccnc1,.,-2.4%,-6.2%,-0.8%,2.4%,2.1%,.,4.7%
COc1cc2c(cc1OC)C(NC(=O)C(F)(F)F)C/C2=N\O (stereo unspecified),-6.5%,-1.2%,3.4%,1.1%,-2.7%,2.1%,-5.2%,3.8%
CC1Nc2nc(N(C)C)[nH]c(=O)c2NC1C (stereo unspecified),1.5%,1.1%,7.1%,0.0%,-9.9%,-2.1%,14.9%,11.3%
Cn1c(SCC(=O)c2ccc3c(c2)Cc2ccccc2-3)nnc1-c1cccc(N)c1,9.9%,-2.1%,11.8%,0.0%,7.1%,-6.1%,40.5%,12.9%
N#Cc1ccc(-c2cccnc2)nc1SCC(N)=O,16.1%,-0.2%,2.9%,1.7%,-9.7%,-0.8%,11.0%,-5.7%
O=C(Nc1ccccc1N1CCOCC1)c1cc2c(s1)CCCCC2,10.3%,-0.1%,9.7%,2.4%,4.5%,-5.3%,?,-9.6%
O=C(N/N=C/c1cccs1)c1ccc2ncccc2c1,-7.1%,-5.8%,0.9%,2.3%,-1.1%,-2.5%,-13.5%,8.7%

# Assay outcomes: PubChem, National Center for Advancing Translational Sciences (NCATS)

# These rows are one share of the data; count on the stated rates, not on these rows.
